RAD52 anneal inh – RAD52 (human) annealing inhibition; 0.46% of 360,000 active; recombinant RAD52 DNA annealing, FRET fluorescence; AID 651710; inhibition, % at 18.7 µM; P43351;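 active means every replicate showing at least 50% inhibition; inconclusive means mean inhibition at least 50% but not in every replicate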
miR122 inh – miR-122 inhibition in Huh7 cells. Huh7 miR-122 Renilla luciferase sensor, 48 h; neutral wells = 0, positive control = 100. 0.3% of 340,000 active. activation (reporter increase), % at 12.5 µM. AID 602342;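 active means mean replicate activation score at least 90 and every replicate individually at or above 90; inconclusive means only one of the two criteria met; inactive means neither criterion met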;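 further: higher luciferase means less miR-122 activity so hits act as miR-122 inhibitors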
ERAP1 HTS inh – inhibitors of human ERAP1 aminopeptidase | inhibition, % at 10.7 µM | AID 652197 | Q9NZ08 | recombinant ERAP1, Leu-AMC fluorescence, 60 min | 0.15% of 340,000 active;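 active means mean replicate inhibition of at least 30%, or all replicates individually reaching that 30% level; inactive means mean below 30% and not every replicate reaching it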;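 further: 0% = neutral control wells and 100% = L-leucinethiol positive control wells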
E-selectin induc – induces E-selectin expression in human endothelial cells; P16581; HUVEC E-selectin immunofluorescence imaging; normalized: neutral wells 0, TNF-alpha wells 100; activation, % at 7.58 µM; 0.37% of 260,000 active; AID 686992;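 active means mean E-selectin-positive cell signal at least 10% of the positive control, reached in at least 60% of replicates, without over 20% cell loss; inconclusive means no rule given, readout overlaps actives, possibly toxicity-flagged; inactive means the rest, including those meeting only one limit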;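 further: in these data hits start at about 27%; measured in HUVEC primary endothelial cells; signal is the percent of cells scored E-selectin positive by PE staining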
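Read-out: % PE-positive cells | Test system: HUVEC | Doses: One compound dose added by pin transfer | Buffer or medium: EGM-2 over gelatin coat | Signal: Immunofluorescence imaging | Benchmarks: TNF-alpha, DMSO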
PGC1a acetyl inh – modulators of PGC1a acetylation | AID 651687 | 0.17% of 350,000 active | U2OS PGC1a acetylation, AlphaScreen anti-acetyl-lysine; with virally co-expressed GCN5 acetyltransferase | inhibition, % at 15.6 µM;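 active means every replicate shows inhibition of at least 40%; inconclusive means mean inhibition at least 40% but some replicate below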;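 further: 0% = neutral control wells and 100% = positive control wells; some results beyond the cut were filed as inactive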
RAD54 branch – inhibitors of human RAD54 branch migration | inhibition, % at 10.4 µM | AID 602329 | Q92698 | RAD54 Holliday junction branch migration, FAM/BHQ fluorescence | 0.14% of 360,000 active;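 active means mean normalized replicate activity at least 40 and at least half of replicates scoring 40 or more; inconclusive means only one of the two criteria met; inactive means mean below 40 and under half of replicates reaching 40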;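 further: 0% = median of neutral control wells and 100% = median of positive control wells; inhibitors cause a drop in the FAM fluorescence signal; in these data hits start at about 50%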
Target sequence (Q92698 whole entry, looked up): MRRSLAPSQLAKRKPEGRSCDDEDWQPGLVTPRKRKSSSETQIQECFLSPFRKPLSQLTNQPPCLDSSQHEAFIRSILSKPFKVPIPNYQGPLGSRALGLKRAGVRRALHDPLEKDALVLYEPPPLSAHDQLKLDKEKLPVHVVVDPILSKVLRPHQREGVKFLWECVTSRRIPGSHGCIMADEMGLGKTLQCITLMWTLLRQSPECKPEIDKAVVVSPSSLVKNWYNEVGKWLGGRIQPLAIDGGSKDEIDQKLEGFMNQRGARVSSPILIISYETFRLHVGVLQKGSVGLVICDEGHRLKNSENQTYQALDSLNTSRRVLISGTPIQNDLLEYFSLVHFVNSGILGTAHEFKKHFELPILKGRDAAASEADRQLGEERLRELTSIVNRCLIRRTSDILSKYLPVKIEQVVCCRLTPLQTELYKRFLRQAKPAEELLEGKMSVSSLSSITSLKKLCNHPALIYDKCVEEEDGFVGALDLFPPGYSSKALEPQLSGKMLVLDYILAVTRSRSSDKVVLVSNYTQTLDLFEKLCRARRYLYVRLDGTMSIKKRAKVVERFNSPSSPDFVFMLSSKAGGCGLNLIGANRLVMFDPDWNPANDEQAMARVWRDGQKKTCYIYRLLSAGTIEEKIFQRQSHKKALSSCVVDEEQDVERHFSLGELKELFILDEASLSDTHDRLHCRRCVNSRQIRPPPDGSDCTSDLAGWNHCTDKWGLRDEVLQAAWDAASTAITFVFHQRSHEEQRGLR
Cneo AK release – causes C. neoformans cell lysis | lysis activity, % at 15 µM | adenylate kinase release luminescence, 4 h; normalised: neutral wells 0, clomiphene wells 100 | 0.2% of 360,000 active;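 active means mean lysis activity across replicates of at least 80%, whatever share of replicates individually reach that level; inactive means mean lysis activity below 80%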
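Test system: log-phase Cryptococcus neoformans yeast cells. Input: 5 × 10^6 yeast cells/mL. Medium: fresh YPD growth medium. Doses: single dose. Incubation: static 4 h at 37 °C with compound, 1 h detection. Measured by: luminescent adenylate kinase detection reagent. Read-out: signal increase indicating cell lysis. Benchmarks: Clomiphene.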
PglD inh – PglD (C. jejuni) enzyme inhibition; purified PglD enzyme, DTNB colorimetric CoA detection; inhibition, % at 12.5 µM; 0.098% of 360,000 active; AID 602405; in the data active means inhibition above about 16%, passing the limit was not always enough; inconclusive means no clear call, values can overlap the other calls; further: strong numbers were not always called active
* marks the source's active call; other numbers are inactive results; u = inconclusive; x = no result given; & = joins results of further samples; [ ] = remark or other dose.

SMILES	RAD52 anneal inh	miR122 inh	ERAP1 HTS inh	E-selectin induc	PGC1a acetyl inh	RAD54 branch	Cneo AK release	PglD inh
O=C(c1cc(-c2ccccc2)nn1-c1ccccc1)N1CCN(S(=O)(=O)c2cccc(F)c2)CC1	-21	3	3	-0.6	3	-21	1	3
CCOC(=O)c1c(S(=O)(=O)N2CCN(c3ccc(C(C)=O)cc3)CC2)c(C)n(C)c1C	-6	2	1	x	-1	10	7	-1
COc1ccccc1C(=O)N/N=C(\C)CC(=O)Nc1ccccc1NC(C)=O	2	x	-2	x	x	-3	0	3
COC(=O)c1cc(C(=O)OC)cc(S(=O)(=O)Nc2ccc(Cl)c(N)c2)c1	x	11	x	x	-4	-1	3	-1
CN(C)C(=O)c1ccc(-c2ccc(C3[C@@H]4CN(Cc5cccnc5)C[C@H]3N4)cc2)cc1 (stereo partly drawn)	11&4	x	0	0.1&-0.1	0&3	x	x	x
Cn1c(=O)c2c(nc(SCCN3CCOCC3)n2C)n(C)c1=O	-5	-6	-6	x	-5	10	-2	1
Cc1cc(S(=O)(=O)N2CCN(c3ccc(F)cc3)CC2)ccc1-n1cnnn1	-5	-2	0	x	x	-4	-1	-1
CC(C)(C)c1ccc(S(=O)(=O)NC(=O)C2(C)CCN2C(=O)CC2CCCCC2)cc1 (stereo not drawn)	-3	0	0	-0.6	13	-3	-1	-1
CN(C(=O)CSc1ncccc1C(=O)O)c1ccccc1	x	1	x	x	-5	-7	0	-2
Cc1ccc([N+](=O)[O-])c(OCC(O)CNC(C)(C)C)c1 (stereo not drawn)	3	-2	2	0.5	16	-3	2	6
COc1ccccc1Cn1c(=S)[nH]c2cc(C(=O)N3CC(C)CC(C)C3)ccc2c1=O (stereo not drawn)	-9	-9	6	0.0	x	2	-1	3
O=C1c2ccccc2C(=O)N1CCc1nc(-c2ccc(Cl)cc2)no1	x	-2	x	x	14	-3	-1	5
COc1ccc(NC(=O)C(c2ccc(OC)cc2)N(C)C(=O)CC2NC(=O)NC2=O)cc1 (stereo not drawn)	x	-4	x	x	0	-4	1	0
Nc1c(-c2ccccc2)cnn1C1CCS(=O)(=O)C1 (stereo not drawn)	x	4	x	x	0	5	-2	2
COc1ccc(C(=O)N2C[C@H]3[C@@H](c4ccccc42)[C@@H](CO)N3C(=O)Cc2ccccn2)cc1	13	-36[16.7 µM]	3	-0.1	-6	-10	-1	1
CCCCCc1nnc(NC(=O)C2CCCO2)s1 (stereo not drawn)	x	-20	x	x	x	-2	0	5
O=C(OCC(=O)N1CCc2ccccc21)c1ccncc1	-30	-10	2	x	-2	-4	3	3
O=C(Cn1ncc2c(=O)oc3ccccc3c21)NCC1COc2ccccc2O1 (stereo not drawn)	-11	x	-1	-0.1	x	-11	2	-4
O=C(Nc1cc(F)ccc1F)N1CCCCN2[C@H](CO)[C@H](c3ccc(-c4cccnc4)cc3)[C@H]2C1	1	1[16.7 µM]	x	-0.2	-9	-3	2	1
CO[C@H]1CN(C)C(=O)c2cc(NC(=O)Nc3ccccc3)ccc2OC[C@H](C)N(CC2CC2)C[C@@H]1C	16	-25[16.7 µM]	0	0.6	0	1	-4	2
COc1ccc(CSc2nc(C)cc(=O)[nH]2)cc1	x	-12	x	x	5	5	0	2
Cc1nc2ccc3nc(NC(=O)c4ccc(S(=O)(=O)N5CCOCC5)cc4)sc3c2s1	x	-1	x	x	16	-4	1	6
COc1cc(C(=O)OCC(=O)Nc2cc(C)on2)c([N+](=O)[O-])cc1OC	-3	1	5	x	10	-6	5	-2
Cc1cc(Br)c(S(=O)(=O)n2nnc3ccccc32)cc1C	x	-2	x	x	2	-8	8	-3
CSc1ncccc1C(=O)Nc1ccc2c(c1)OCO2	1	5	1	x	4	-2	3	4
CN1CCN(c2ccc(S(=O)(=O)N3CCOCC3)cc2NC(=O)CC(C)(C)C)CC1	-14	x	-1	-0.6	x	7	-1	0
COc1ccc(S(=O)(=O)N2CCC(NC(=O)Nc3ccc(C)cc3)CC2)cc1	x	4	x	x	-2	7	5	-2
COc1ccc2c3c(n(C)c2c1)[C@H](CO)N(C(=O)c1ccc(F)cc1)CC31CCN(C(=O)Nc2ccc(F)cc2)CC1	2	x	1	0.1	2	x	x	x
Cc1cc(Cl)c2oc(C(=O)N(C)Cc3ccon3)c(C)c2c1	-2	-9	-2	0.4	2	2	-4	-2
COc1cc(C)c(Br)cc1S(=O)(=O)N1CCCC1	x	-8	x	x	-8	-9	4	7
Cc1noc(C)c1NC(=O)N[C@H]1CC[C@@H](CC(=O)NCc2ccc(Cl)c(Cl)c2)O[C@@H]1CO	0	-12[16.7 µM]	-2	-0.2	-6	7	-3	5
O=C(c1cccc(F)c1)N1CCN(C(=O)c2cc(-c3ccc(Cl)cc3Cl)on2)CC1	x	-7	x	x	u	-1	-3	-2
CCc1ccc(C(C)NC(=O)c2ccncc2)cc1 (stereo not drawn)	2	-3	0	-0.1	-8	-12	-2	-1
C[C@@H]1CN([C@@H](C)CO)C(=O)c2cc(NC(=O)Nc3ccc(F)cc3)ccc2O[C@H]1CN(C)S(=O)(=O)c1ccccc1	-30	4[16.7 µM]	0	-0.1	3	2	2	-3
Cc1noc(C)c1NC(=O)N(C)C[C@H]1Oc2c(cccc2N(C)C)C(=O)N([C@@H](C)CO)C[C@H]1C	-4	-3[16.7 µM]	1	0.0	5	-5	-4	-5
C[C@@H]1CN([C@@H](C)CO)C(=O)c2cc(NC(=O)C3CCCCC3)ccc2O[C@@H](C)CCCCO[C@@H]1CN(C)C(=O)CCC(F)(F)F	15	-4[16.7 µM]	-2	1.3	-15	2	3	-37
CC(C)NC(=O)N[C@H]1CC[C@@H](CC(=O)NCc2ccc(Oc3ccccc3)cc2)O[C@@H]1CO	11	x	-1	-0.3	8	3	-6	2
COc1cnc(SCc2ccc(Cl)cc2)nc1Cl	x	-10	x	x	2	5	0	-18
COc1ccc(C2/C(=C(\O)c3cccc(OC)c3)C(=O)C(=O)N2c2ccccn2)cc1 (stereo not drawn)	0	0	4	x	-11	7	1	-4
Cc1ccc(S(=O)(=O)N(C)C[C@H]2OCCCC[C@H](C)Oc3ccc(NS(=O)(=O)c4cn(C)cn4)cc3C(=O)N([C@H](C)CO)C[C@@H]2C)cc1	15	6[16.7 µM]	2	x	-11	-13	-2	1
C[C@H]1CN([C@@H](C)CO)S(=O)(=O)c2ccc(-c3cccc(C#N)c3)cc2O[C@@H]1CN(C)C	14	2[16.7 µM]	0	-0.4	8	-3	0	-1
Cc1ccn2c(-c3n[nH]c(=S)n3Cc3ccccc3)c(C)nc2c1	x	-3	x	x	-4	-3	-2	2
CN(C)c1cc(-c2ccccc2)nc(N)n1	-3	1	-4	0.5	4	19	10	-1
O=c1c2ccccc2[nH]c(=S)n1CCN1CCCCC1	-11	-2	-1	-0.1	7	15	-3	2
CC(C)CC#Cc1ccc([C@H]2[C@H]3CN(C(=O)c4ccccn4)CC(=O)N3[C@H]2CO)cc1	6	x	-2	0.3	1	x	x	x
O=C1CN(C(=O)C2CCC(=O)N(CCc3ccc(Cl)cc3)C2)CCN1 (stereo not drawn)	-4	0	1	x	x	-7	1	1
C[C@@H]1CN([C@@H](C)CO)C(=O)c2cc(NC(=O)CCC(F)(F)F)ccc2O[C@@H](C)CCCCO[C@H]1CN(C)CC1CCCCC1	x	11[16.7 µM]	x	0.2	-11	9	-1	-1
Cc1ccc(CNC(=O)[C@H](C)NC(=O)C2CCN(C(=O)[C@@H]3CCCN3C(=O)OC(C)(C)C)CC2)cc1	-10	1	0	x	-15	-20	0	7
O=C(NCCSc1c[nH]c2ccccc12)c1ccc2c(c1)OCO2	-15	-3	4	0.5	-4	-1	-5	1
CCOc1ccc(C(C)=O)cc1CN1c2ccc(S(N)(=O)=O)cc2CC1C (stereo not drawn)	-8	x	-1	-0.2	x	0	-2	-2
O=C(O)c1cc(/C=C/c2ccc(N3CCOCC3)c([N+](=O)[O-])c2)nc2ccccc12	0	9	2	-0.1	9	-1	-5	3
O=C(N/C(=C\c1ccc(-c2ccccc2)o1)C(=O)N1CCOCC1)c1ccccc1	-14	5	2	x	3	x	x	x
COc1ccc(CN(C)C[C@H]2OCCCC[C@H](C)Oc3ccc(NS(=O)(=O)c4cccs4)cc3C(=O)N([C@@H](C)CO)C[C@@H]2C)cc1	5	2[16.7 µM]	0	0.0	-2	3	4	0
C[C@@H]1CCCCO[C@H](CN(C)C(=O)Nc2ccc(F)cc2)[C@H](C)CN([C@H](C)CO)C(=O)c2cc(NC(=O)CCC(F)(F)F)ccc2O1	-14	-5[16.7 µM]	1	x	0	-1	1	3
Cc1ccc(C(=O)C2=C(O)C(=O)N(Cc3cccnc3)C2c2ccc(Cl)cc2)o1 (stereo not drawn)	-17	3	3	0.1	-8	-5	2	-1
CC(C)CC#Cc1ccc2c(c1)O[C@H](CN(C)C)[C@@H](C)CN([C@H](C)CO)S2(=O)=O	7	14[16.7 µM]	1	-0.2	-59	-8	0	-2
CN(C)C(=O)c1cccc(-c2ccc([C@@H]3[C@H]4CN(CCC(F)(F)F)CCCCN4[C@H]3CO)cc2)c1	-1	8[16.7 µM]	-2	-0.6	-8	-1	0	1
COc1ccc(-c2ccc3n(c2=O)C[C@H]2[C@H](CO)[C@@H](C(=O)N(C)C)[C@@H]3N2Cc2cccnc2)cc1	1	0[16.7 µM]	-1	-0.4	x	-5	0	-3
Fc1cccc(Cl)c1CSc1ccc2nnc(-c3ccccn3)n2n1	-2	8	4	-0.1	6	-16	1	-2
CCn1c2ccccc2c2nnc(SCCN3CCCCC3)nc21	11	-5	-2	0.0	-47	15	4	-3

Single records, from the list above.
Cc1ccc(CNC(=O)[C@H](C)NC(=O)C2CCN(C(=O)[C@@H]3CCCN3C(=O)OC(C)(C)C)CC2)cc1 is entered as RAD52 anneal inh = -10; miR122 inh = 1; ERAP1 HTS inh = 0; E-selectin induc = x; PGC1a acetyl inh = -15; RAD54 branch = -20; Cneo AK release = 0; PglD inh = 7
O=c1c2ccccc2[nH]c(=S)n1CCN1CCCCC1 is entered as RAD52 anneal inh = -11; miR122 inh = -2; ERAP1 HTS inh = -1; E-selectin induc = -0.1; PGC1a acetyl inh = 7; RAD54 branch = 15; Cneo AK release = -3; PglD inh = 2

Next compounds:
SMILES	RAD52 anneal inh	miR122 inh	ERAP1 HTS inh	E-selectin induc	PGC1a acetyl inh	RAD54 branch	Cneo AK release	PglD inh
COc1ccc(-c2nc(CN3CCN(C(=O)c4ccco4)CC3)c(C)o2)c(F)c1	-1	10	-1	x	3	8	2	1
C[C@H]1CN([C@@H](C)CO)C(=O)c2ccccc2-c2ccccc2CO[C@H]1CN(C)C(=O)Nc1ccccc1C(F)(F)F	-17	x	-2	-2.7	6	1	-1	0
CCOC(CCNC(=O)c1cn(-c2cccc(C)n2)cn1)OCC	x	-5	x	x	20	-3	0	-12
CCC(=O)N1CCN(c2ccc(NC(=O)c3ccco3)cc2Cl)CC1	-28	x	-5	-0.1	x	-6	-1	0
O=C(c1cccc(C(F)(F)F)c1)N1CCC(=O)N(C(CO)Cc2ccccc2)CC1 (stereo not drawn)	-3	x	x	-0.3	x	-12	-7	2
O=C(CSc1nnc(CNC(=O)c2c(F)cccc2F)o1)c1ccccc1	-16	4	-6	-0.2	x	-2	5	-2
CCOc1cccc(CNn2cnnc2)c1OCc1ccccc1	x	-5	x	x	11	-3	1	4
CCn1c(/C=C/c2cc[n+](C)cc2)nc2ccccc21	-44	-5	59*	0.2	5	-1	-2	-10

Screening results as filed in PubChem.
